# Source: PubChem (The Scripps Research Institute Molecular Screening Center)
# TEAD-YAP inh: TEAD-YAP interaction inhibition. inhibition, % at 9.12 µM. AID 1259422. 1.4% of 640,000 active. HEK-TIYL cells, TEAD-Gal4/YAP UAS-luciferase luminescence; in the data active = inhibition above about 32%;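 note: 0% = median of test compound wells and 100% = reference inhibitor wells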
# FBW7 activator: activators of human E3 ligase FBW7. Q969H0. AlphaScreen FBW7–phospho-cyclin E peptide binding, activator screen. normalized activity (activation), % at 26.1 µM. 0.13% of 650,000 active; in the data active = normalized activity above about 1.9%;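 note: purified mutant Fbw7 with reduced substrate affinity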
# Target sequence (Q969H0 whole entry, looked up): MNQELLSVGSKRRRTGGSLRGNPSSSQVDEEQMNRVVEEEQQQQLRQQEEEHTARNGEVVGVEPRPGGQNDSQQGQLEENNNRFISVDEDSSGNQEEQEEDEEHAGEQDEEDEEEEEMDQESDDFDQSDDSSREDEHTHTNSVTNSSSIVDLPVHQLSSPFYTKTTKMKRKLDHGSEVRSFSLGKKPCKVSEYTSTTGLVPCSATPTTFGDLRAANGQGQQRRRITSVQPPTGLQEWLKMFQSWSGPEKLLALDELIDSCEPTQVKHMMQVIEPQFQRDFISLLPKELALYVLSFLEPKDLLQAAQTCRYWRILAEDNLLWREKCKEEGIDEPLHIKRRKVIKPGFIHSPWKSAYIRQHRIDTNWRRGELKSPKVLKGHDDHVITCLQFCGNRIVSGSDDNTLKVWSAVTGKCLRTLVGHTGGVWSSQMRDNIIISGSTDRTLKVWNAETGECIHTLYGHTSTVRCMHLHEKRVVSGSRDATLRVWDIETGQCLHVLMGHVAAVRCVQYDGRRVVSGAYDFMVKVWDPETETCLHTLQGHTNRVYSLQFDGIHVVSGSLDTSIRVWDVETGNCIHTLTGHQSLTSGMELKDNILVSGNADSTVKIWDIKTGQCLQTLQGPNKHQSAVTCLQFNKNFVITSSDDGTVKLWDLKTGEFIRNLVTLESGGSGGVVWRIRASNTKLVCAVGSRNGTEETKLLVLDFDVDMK
# MITF primary: inhibitors of human MITF; O75030; AlphaScreen MITF homodimerization, bead proximity signal; inhibition, % at 2.6 µM; 0.91% of 650,000 active; AID 1259374; in the data active = inhibition above about 50%;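 note: 0% = vehicle wells with protein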
# GPR151 ag: activators of human GPR151 | Q8TDV0 | PathHunter beta-arrestin GPR151 cells, luminescence | activation, % at 11.2 µM | 1% of 650,000 active | AID 1508602; in the data active = activation above about 4.9%;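 note: 0% = median of compound wells and 100% = cells with positive control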
# Active calls of the source: *; / = not tested or not shown.
SMILES,TEAD-YAP inh,FBW7 activator,MITF primary,GPR151 ag
O=C(Cc1ccc(-n2cccc2)cc1)NCc1cccs1,45*,0.0,8,0.5
c1ccc(C2CCCC(c3ccccc3)S2)cc1 (stereo not given),0,0.1,5,-0.7
CC1(C)CC(Nc2ccc(C(F)(F)F)cc2[N+](=O)[O-])CC(C)(C)N1,14,0.0,16,-0.1
CC(C)N(CCNc1cc(NCCCN2CCCC2=O)ncn1)C(C)C,-2,0.2,-17,-0.1
CCN(CC)S(=O)(=O)c1cccc(C(=O)Nc2cccc(F)c2)c1,-3,0.0,-1,-0.5
CCCCOC(=O)c1cccc(NC(=O)c2ccccc2Cl)c1,-5,0.0,9,0.6
Cc1ccccc1-n1[nH]c(C)c(C=Nc2ccccc2Cl)c1=O,-4,-0.2,8,0.5
O=C(Cc1ccc(N2CCC(N3CCN(Cc4ccccn4)CC3)CC2)cc1)N1CCCC1,-5,0.0,-1,-0.1
Cc1csc(SCC(=O)NC(=O)C2CCCCC2)n1,-5,-0.1,-2,-1.2
Cc1ccc(S(=O)(=O)N(CC(=O)N2CCC(C)CC2)c2cccc(C)c2)cc1,1,0.0,-18,0.9
CSc1ccc(/C=C2\N=C(c3ccccc3)OC2=O)cc1,12,0.1,10,0.3
Oc1ccc(CCNc2ccnc(NCc3cccnc3)n2)cc1,-5,-0.1,7,2.8
COc1ccc(Cl)cc1S(=O)(=O)NCC(c1ccsc1)N1CCCC1 (stereo not given),-9,0.5,20,-0.2
CC(C)c1ccc(OCC(=O)Nc2ccc(O)cc2C(=O)O)cc1,6,0.0,1,1.3
COc1cccc(C(=O)Nc2nc(-c3ccc(OC)c(OC)c3)cs2)c1,-9,-0.2,3,-0.6
Cc1ccc(C2/C(=C(\O)c3ccc(F)cc3)C(=O)C(=O)N2c2nnc(C)s2)cc1 (stereo not given),4,0.0,15,-0.6
C=CCN1C(=O)S/C(=C\c2ccc(OCc3ccc(C(=O)O)cc3)cc2)C1=O,11,0.1,1,0.4
Cn1cc(CNC(=O)CN2Cc3ccccc3OC(c3ccccc3)C2)cn1 (stereo not given),7,0.1,1,1.7
O=C1c2ccccc2C(=O)N1CCCCN1CCN(C2CCCCC2)CC1,9,0.6,16,-0.7
O=C(CN(c1cc(C(F)(F)F)ccc1Cl)S(=O)(=O)c1ccccc1)NCc1ccccn1,3,-0.2,2,-1.0
O=C(CSc1nnc(-c2ccncc2)n1Cc1ccco1)c1ccc(Br)cc1,-1,-0.1,7,-1.3
Cc1ccc(-c2noc(CCC(=O)N3CCN(c4ccc(Cl)cc4)CC3)n2)cc1,6,0.1,15,1.3
CCN(CC)S(=O)(=O)c1ccc(N/N=C/c2ccc(OC)c(O)c2)c([N+](=O)[O-])c1,-11,0.0,-8,0.3
COc1ccc(NC(=O)N(Cc2cc3cc(C)ccc3n3nnnc23)CC2CCCO2)cc1 (stereo not given),1,1.3,4,-0.2
CCc1ccc(-c2cc3c(=O)[nH]nc(C)n3n2)cc1,28,-0.1,0,-6.4
c1ccc(CCc2nc3ccc(-c4cn[nH]c4)cc3s2)cc1,-73,0.0,2,-0.3
CCc1ccc(S(=O)(=O)NCc2csc(-c3ccccc3)n2)s1,5,0.0,6,1.5
Cc1ccc(S(=O)(=O)CCc2nnc(NC(=O)c3ccco3)s2)cc1,-12,-0.3,0,-1.1
O=C1CSC(c2ccc(OC(F)F)cc2)N1c1ccc(Oc2ccc(Cl)cc2)cc1 (stereo not given),-8,0.8,16,0.4
CCN(CC)c1ccc(/C=N/NC(=S)NC)c(O)c1,-39,-1.1,42,0.2
N#CCSc1nc2cc(C(=O)NC3CCCCC3)ccc2c(=O)n1CCc1ccccc1,0,0.0,-8,-0.4
CCOc1ccccc1NC(=O)c1ccc(F)c(S(=O)(=O)N(CC)Cc2ccccc2)c1,5,0.0,1,1.0
CCN1CCC(NCc2cc(OC)c(OC)c(OC)c2)CC1,6,-0.1,-4,0.0
O=C(CSc1nc2[nH]ncc2c(=O)[nH]1)c1ccc(Cl)cc1,-11,0.1,-4,0.0
Cc1onc(-c2ccccc2)c1CNS(=O)(=O)c1ccccc1,10,-0.2,-9,1.0
Cc1nc(CC(=O)N2CCC(n3c(CCc4ccccc4)nc4cccnc43)CC2)cs1,-13,-0.1,13,1.3
CCn1c(NC(=O)c2cc(C(C)(C)C)nn2C)nc2ccccc21,-3,-0.1,42,0.6
CC(=O)c1n[nH]nc1NC(=O)c1ccccc1,-8,0.0,15,0.8
O=C(Oc1ccccc1)N1CCN2C(=O)[C@H]3CCCN3C(=O)[C@H]2C1,11,0.6,8,0.8
Cc1c(C(=O)N2CCC3(CC2)OCCO3)sc2nc(-c3ccc(F)cc3)cn12,-22,0.3,11,-0.3
CN(c1cccc(Cl)c1)S(=O)(=O)c1cccc(C(=O)OCC(=O)NC(C)(C)C)c1,-4,0.1,7,1.6
COc1ccccc1CC(=O)Nc1ccccc1Br,-13,0.0,-1,1.4
N#Cc1c(NC(=O)COc2ccccc2[N+](=O)[O-])sc2c1CCCC2,-9,-0.1,-3,0.8
Cc1ccc(S(=O)(=O)NNC(=O)C2CCCCC2)cc1,1,0.2,-6,-0.1
CCCNC(=O)c1ccc(CNC(=O)c2ccc(Br)cc2)cc1,-3,0.7,17,0.9
Cc1cc(NCCO)nc(Nc2cccc(N(C)C)c2)n1,11,-0.1,-4,3.4
O=C(NCCO)c1sc2cc(F)ccc2c1Cl,-2,0.0,-6,-0.1
CCOC(=O)c1ccccc1NC(=O)c1cccc([N+](=O)[O-])c1,2,0.0,5,0.5
COc1ccc(NS(=O)(=O)c2ccc3[nH]c(=O)c(=O)[nH]c3c2)cc1OC,2,-0.1,6,-0.6
O=C1/C(=C/c2ccc[nH]2)c2ccccc2N1c1ccccc1,1,-0.2,4,2.1
NNC(=O)c1ccccc1NS(=O)(=O)c1cccs1,-10,0.1,-9,-1.6
CCCCCC(CCC(=O)O)(C(=O)OCC)c1csc(N)n1 (stereo not given),1,-0.2,11,-0.7
COC(=O)NC(c1ccccc1)c1ccccc1,-6,-0.1,8,0.4
c1ccc(C2(CNc3ncnc4sc5c(c34)CCCCC5)CCCC2)cc1,-5,-0.1,-5,1.2
CCN(Cc1ccccc1)C(=O)C1CCN(Cc2ccc(OC)cc2)CC1,3,-0.1,47,-0.3
CC1CCc2sc(NC(=O)Cc3ccccc3)c(C(N)=O)c2C1 (stereo not given),-2,0.0,-4,0.1
CN(C)C1CCN(Cc2c(C(=O)N3CCN(C4CCCCC4)CC3)nc3ccccn23)C1 (stereo not given),2,0.2,11,-0.8
COc1cccc(C(O)c2cnc(C(C)C)n2C)c1OC (stereo not given),-4,-0.2,-7,-0.1
C#CCN=Cc1c(O)n(-c2ccc(C)cc2)c(=O)c2ccccc12,2,0.2,5,-1.3
O=C(Nc1ccc(Cl)cc1)c1ccccc1Cl,-40,0.3,1,-2.7
# Further entries
SMILES,TEAD-YAP inh,FBW7 activator,MITF primary,GPR151 ag
COc1ccc(CCNC(=O)CSc2nnc(-c3c[nH]c4ccccc34)o2)cc1OC,6,-0.2,5,0.2
Cc1ccc(N2N=C(c3ccccc3)CC2c2ccccc2)cc1C (stereo not given),-2,0.0,0,-0.2
COC(=O)c1ccccc1NC(=O)CC1Sc2ccc(C(F)(F)F)cc2NC1=O (stereo not given),-2,-0.3,4,-1.1
O=C(NC1=C(NC2CCS(=O)(=O)C2)C(=O)c2ccccc2C1=O)c1ccccc1 (stereo not given),5,-0.4,-14,-1.9
COc1ccc(NC(=O)C2=C(C)NC(=O)NC2c2cccc(Br)c2)c(OC)c1 (stereo not given),-4,0.3,7,-0.7
O=C(Nc1nc(-c2ccc(F)cc2F)cs1)c1cccc(F)c1F,11,1.5,10,-1.1
O=C(Nc1nnc(SCCN2CCCC2)s1)C1CCC1,2,0.1,8,0.2
CCCCC[C@H](O)/C=C/[C@H]1OC(=O)C[C@H](O)[C@@H]1C/C=C\CCCC(=O)O,/,/,1,-1.7
CC(C)C(=O)NC(C)c1nnc2n1CCN(Cc1cc3c(cc1Cl)OCO3)CC2 (stereo not given),0,0.0,5,-0.6
O=C(Nc1ccccc1Cl)c1cc(S(=O)(=O)N2CCCCC2)ccc1F,10,0.0,16,-0.9
CCOc1ccc(C)cc1S(=O)(=O)Nc1ccc2c(c1)OCC(C)(C)C(=O)N2CC(C)C,5,0.2,-9,0.5
Cc1ccc(S(=O)(=O)N2CCN(C(=O)c3ccccc3)C2c2ccccc2)cc1 (stereo not given),2,0.1,19,-1.7
CC(c1ccccc1)N1C(=O)C2C(C1=O)C1(C)C=CC2(C)O1 (stereo not given),-8,0.1,2,0.6
c1cncc(CN2CCC3(CC2)Nc2ccccc2-n2cccc23)c1,0,-0.2,0,0.4
COc1ccc(N2CC(C(=O)NCc3cccnc3)CC2=O)cc1 (stereo not given),-2,-0.1,-5,0.7
COc1ccc(CN2CCc3c(nc(N4CCC(C)CC4)[nH]c3=O)C2)cc1CO,4,0.1,-4,-0.4
Cc1ccc(-c2nc(C)sc2CC(=O)O)cc1,-2,-0.1,5,-0.2
COc1cccc(CN2C(=O)NC(C)(C3CCN(C(=O)CCC(C)C)CC3)C2=O)c1OC (stereo not given),6,0.5,19,-0.5
CC(C)N(CCNc1nc(Nc2cccc(N(C)C)c2)nc2c1ncn2-c1ccccc1)C(C)C,6,0.6,20,2.1
O=C(Oc1cccc(C(=S)N2CCOCC2)c1)c1ccc([N+](=O)[O-])cc1[N+](=O)[O-],16,-0.1,11,2.1
Clc1cccc(C=NC=Nc2cccc(Cl)c2)c1,/,0.1,13,-1.0
Cc1ccc(Cl)cc1N1CCN(C(=O)C2CCN(C(=O)Cc3ccccc3)CC2)CC1,1,-0.1,3,-0.3
O=C(NCc1ccc(F)cc1)[C@H]1C=CCN1C(=O)c1ccccc1F,-8,-0.1,0,1.4
CCOc1c([N+](=O)[O-])c(=O)oc2ccccc12,-1,-0.1,-1,-4.9
CCOc1ccc(NC(=O)CC2C(=O)N(c3ccc(C)cc3)C(=O)N2C(C)C)cc1 (stereo not given),5,-0.2,5,0.2
COc1ccc(C2(CNC(=O)C(=O)NC(C)CCc3ccccc3)CCCC2)cc1OC (stereo not given),1,-0.2,-7,0.2
Cc1ccc(OCC(=O)N/N=C\c2ccc(Cl)c([N+](=O)[O-])c2)cc1,5,0.1,-31,0.3
C/C(=N\Nc1ccc([N+](=O)[O-])cc1S(=O)(=O)Nc1ccccc1Cl)c1ccco1,19,-0.1,-4,0.3
C=CCNC(=O)c1ccc(OCC)c([N+](=O)[O-])c1,-6,0.1,-2,-0.4
CCOC(=O)CC1(O)CSc2nc3sc(C)c(C)c3c(=O)n21 (stereo not given),7,0.1,-2,1.0
COc1ccc(NC(=O)/C(Cl)=C\c2ccccc2)cc1,45*,0.2,23,-2.4
CN(C)S(=O)(=O)N1CCC(Oc2ccc(C(=O)NCc3cnn(C)c3)cc2)CC1,-1,-0.2,-3,1.7
Cc1nnc(C)n1/N=C/c1ccc(N(C)CCO)cc1,4,-0.1,6,-0.1
CCOC(=O)C1=C(C)NC2=C(C(=O)C(C(=O)OCC)C(c3cccc(OC)c3)C2)C1c1ccccc1 (stereo not given),3,-0.1,11,1.2
CC1CCN(S(=O)(=O)c2cccc(C#N)c2)CC1,5,0.3,12,-0.2
Cc1nc(SCc2cn3c(C)cccc3n2)c2c3c(sc2n1)CCC3,19,0.2,12,-0.6
CC(C)OCCCNCC(O)COCCOc1ccc(Cl)cc1 (stereo not given),4,-0.1,22,-0.9
COc1ccc2c(c1)/C(=c1/sc3n(c1=O)CN(c1ccc(Cl)cc1)CN=3)C(=O)N2,8,0.6,-32,-0.6
COCC(C)n1c(C)cc(C(=O)COC(=O)c2cccnc2Nc2ccccc2F)c1C (stereo not given),-5,-0.1,-4,0.9
Cc1cccc(NC(=O)C(C)n2c3ccccc3c3nc(=O)cc(C)n32)c1C (stereo not given),-1,-0.1,-6,0.8
COC(=O)c1ccc(CNc2ccc(SC)cc2)cc1,-18,-0.1,-25,0.5
